High-throughput results deposited in PubChem BioAssay by Southern Research Specialized Biocontainment Screening Center.
influenza NS1A = NS1A inhibition, H1N1 influenza, cell based functional assay (AID 504329); hit rate 0.3% among 340,000; one-dose inhibition, % at 12.5 µM; IC50 in µM for titrated hits; NS1A functional cell-based assay, percent inhibition; higher % means a stronger effect; in the data active means a potency from the dose series; inconclusive means inhibition above about 27% without an active follow-up result; further: strong numbers were not always called active
inhibitors of VEEV = inhibitors of VEEV TC-83 cytopathic effect, confirmation, Vero cells (AID 588727). Vero cells, VEEV TC-83 cytopathic effect inhibition; higher % means a stronger effect. inhibition, % at 20 µM; hits with a dose series show IC50 in µM. hit rate 0.13% among 350,000; in the data active means a potency from the dose series; inconclusive means inhibition mostly from about 14% at the one dose, without a potency; inactive means the rest, 99 in 100 with inhibition below about 12%; further: strong numbers were not always called active
PhoP GFP inhibition = Inhibition of PhoP regulon, Salmonella typhi GFP reporter cells, confirmation, 4 h (AID 1850). Salmonella Typhi PhoP-promoter GFP reporter, fluorescence, 4 h; higher % means a stronger effect. one-dose inhibition, % at 50 µM; IC50 in µM for titrated hits. hit rate 0.33% among 310,000; in the data active means a potency from the dose series; inconclusive means inhibition mostly from about 25% at the one dose, without a potency; inactive means the rest, 99 in 100 with inhibition below about 19%;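 further: 0% = induced wells with vehicle and 100% = uninduced wells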
tuberculosis growth = growth inhibition of non-replicating M. tuberculosis (AID 488890); inhibition, % at 25 µM, or IC50 in µM where a hit was titrated; Mycobacterium tuberculosis non-replicating, growth inhibition; higher % means a stronger effect; hit rate 0.39% among 320,000; in the data active means a potency from the dose series; inconclusive means inhibition mostly from about 82% at the one dose, without a potency; inactive means the rest, 99 in 100 with inhibition below about 76%;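 further: plate controls were DMSO cells for no effect and high antibiotic wells for full effect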
M. tuberculosis HTS = M. tuberculosis growth inhibition, HTS (AID 449762); M. tuberculosis H37Rv growth inhibition, 7H9 media; higher % means a stronger effect; inhibition, % at 25 µM; hits with a dose series show IC50 in µM; hit rate 0.59% among 330,000; in the data active means a potency from the dose series; inconclusive means inhibition above about 70% without an active follow-up result;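 further: bacterial growth assessed after seven days of incubation; strong numbers were not always called active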
inhibitors of VEEV 10K pilot screen = also measured in inhibitors of VEEV; calls as there; inhibition, %; measured here: 10K pilot screen inhibition
The depositor's hits bear a star; i = inactive; u = inconclusive; x = not tested or not shown.

SMILES | influenza NS1A | inhibitors of VEEV | PhoP GFP inhibition | tuberculosis growth | M. tuberculosis HTS | others
Cc1ccc(NS(=O)(=O)c2ccc(OCC(=O)NCc3ccncc3)cc2)cc1 | -8% | 0.9% | 7% | 4% | -2%
COc1ccc(N2C(=O)CC(n3c(CCCCO)nc4ccccc43)C2=O)cc1 (stereo not given) | -11% | 1.4% | -4% | -3% | -7%
O=C(NCCc1ccccc1)C(=O)NCC1OCCN1S(=O)(=O)c1cc(F)ccc1F (stereo not given) | 12% | 1.1% | 4% | 6% | -7% | inhibitors of VEEV 10K pilot screen=1.1
CCC1(C(=O)O)NC(c2cc(OC)ccc2O)C2C(=O)N(Cc3ccccc3)C(=O)C21 (stereo not given) | 1% | i | 0% | -4% | 3%
COC(=O)C1CCN(c2cc(=O)n(-c3ccccc3Cl)c(=O)[nH]2)CC1 | -3% | i | -14% | -9% | -12%
O=C(O)Cc1c(C(=O)O)nnn1-c1ccc(Cl)cc1Cl | -4% | 0.2% | -7% | 5% | 0%
COc1ccc([N+](=O)[O-])cc1NC(=O)C(C)OC(=O)c1ccccc1C(=O)c1ccc(Cl)cc1 (stereo not given) | 4% | 2.6% | -6% | 10% | -6%
Oc1c(Cl)cc(Cl)cc1CNc1nccs1 | -3% | 0.7% | 18% | 7% | 7%
Cc1c(C#N)c(=O)c(-[n+]2ccccc2)c([S-])n1-c1ccc(Cl)cc1 | -9% | i | -7% | -5% | -3%
Cc1c(C(=O)NC2CCN(Cc3ccccc3)C2)oc2ccc(Br)cc12 (stereo not given) | 12% | 1.5% | 9% | 80% | u
O=C(CN1C(=O)C(c2ccc(F)cc2)=NC12CCCC2)Nc1ccc(F)cc1 | 3% | i | -6% | -5% | -4%
COC(=O)C(O)(c1ccc(NC(=O)c2cccs2)c(C)c1)C(F)(F)F (stereo not given) | -1% | 3.5% | 8% | -14% | 3%
Cc1oc(-c2ccc(Cl)cc2)nc1CN1CCCC(C(=O)N2CCOCC2)C1 (stereo not given) | 1% | i | -7% | 9% | -5%
O=Cc1ccc(C(=O)OCC(=O)Nc2ccc(F)cc2F)cc1 | -7% | 1.4% | 7% | 17% | 3%
COc1ccc(C(=O)NCC(=O)OCC(=O)NC2CCCCCC2)cc1OC | -16% | 3.0% | x | 4% | 2%
S=c1[nH]nc2sc3ccccc3n12 | -7% | 0.1% | x | x | x
CC1(C)Cc2c(c(N3CCOCC3)nc3sc4c(N5CCOCC5)nnnc4c23)CS1 | x | x | -1% | -3% | 3%
CCOC(=O)c1ccc(NS(=O)(=O)c2cc(-c3nnnn3C(C)C)ccc2OC)cc1 | 4% | 3.1% | -8% | 19% | -9%
O=C(Nc1ccc(Cl)cc1)c1cccc(NC2=NC3CS(=O)(=O)CC3S2)c1 (stereo not given) | -7% | 0.7% | 5% | 9% | -3% | inhibitors of VEEV 10K pilot screen=1.0
O=C(Nc1nc(N2C(=O)c3ccccc3C2=O)n(-c2ccccc2)n1)c1ccccc1 | 0% | i | -3% | -4% | -4%
COc1ccc(NC(=O)CCCOc2ccc(Cl)c(C)c2)cc1S(=O)(=O)N1CCOCC1 | 7% | 11% | x | 10% | 2%
CN(C)CCNC(=O)c1cc2cc(Br)ccc2oc1=O | 1% | i | 11% | 8% | 2%
COc1ccc(Cc2nnc(NC(=O)c3ccc(OC)cc3OC)s2)cc1 | -1% | 11% | 5% | 2% | 3%
CC(C)c1cccc(C(C)C)c1NC(=O)COC(=O)C1=COCCO1 | -2% | 0.3% | 18% | -6% | -6%
CCCOc1ccc2c3c(c(=O)oc2c1OCCC)CCC3 | -4% | i | -8% | 25% | 40%
Cc1cccc(NC2=NCCCS2)c1C | 0% | i | 2% | 15% | 3%
C/C(=N\OC(=O)c1c(-c2ccccc2Cl)noc1C)c1nccs1 | 4% | 0.8% | -7% | -4% | -10%
O=C(NCCNC(=O)c1ccc(Cl)cc1Cl)c1cnccn1 | 6% | 1.6% | 11% | -2% | -2%
CCOc1ccccc1N/C(=C(/C(Cl)=C(Cl)Cl)[N+](=O)[O-])n1cncn1 | -2% | 0.3% | -2% | 38% | u
Nc1cccc(-c2cn3cc(C(F)(F)F)cc(Cl)c3n2)c1 | 2% | 0.3% | 11% | 12% | -10%
Nc1nc(SCC(=O)Nc2ccccc2)[nH]c(=O)c1-c1ccccc1 | 1% | 4.2% | 0% | 8% | -9% | inhibitors of VEEV 10K pilot screen=1.0
COc1ccc(-c2csc3nc(C(C)(C)C)oc(=O)c23)cc1OC | 6% | 0.2% | 10% | 64% | 4%
COC(=O)Nc1ccc(S(=O)(=O)N2CCC(Cc3ccccc3)CC2)cc1 | 6% | 1.8% | -7% | 3% | -9%
CC(=O)Nc1cccc(C(=O)OCC(=O)NNC(=O)c2cccs2)c1 | 3% | 1.5% | -7% | -8% | -2%
COc1cccc(-c2nc(-c3ccccn3)no2)c1 | x | x | -1% | 21% | 6%
COc1ccc(S(=O)(=O)Nc2cccc(/C=C/C(=O)O)c2)cc1 | -1% | 0.8% | -6% | -8% | 1%

The list goes on, starting with the last 3 of the part before.
SMILES | influenza NS1A | inhibitors of VEEV | PhoP GFP inhibition | tuberculosis growth | M. tuberculosis HTS | others
CC(=O)Nc1cccc(C(=O)OCC(=O)NNC(=O)c2cccs2)c1 | 3% | 1.5% | -7% | -8% | -2%
COc1cccc(-c2nc(-c3ccccn3)no2)c1 | x | x | -1% | 21% | 6%
COc1ccc(S(=O)(=O)Nc2cccc(/C=C/C(=O)O)c2)cc1 | -1% | 0.8% | -6% | -8% | 1%
COC(=O)c1sc(S(=O)(=O)N2CCC(C)CC2)c(C(=O)OC)c1C | 2% | i | 5% | 0% | 3%
O=C(Nc1ccc(-n2cccn2)cc1)C1CCCCN1Cc1cccc2c1OCO2 (stereo not given) | 7% | 4.1% | -57% | 76% | u
CCN(CC)S(=O)(=O)c1cc(C(=O)Nc2cccnc2)ccc1Cl | 1% | i | -2% | 7% | -2%
CC12CCC(=O)N1C(C(=O)NNC(=O)c1ccccc1Cl)CS2 (stereo not given) | -5% | 1.1% | x | -17% | -7%
O=[N+]([O-])c1ccc(C(O)C[n+]2ccccc2)cc1 (stereo not given) | -1% | 0.3% | 5% | -8% | -4%
COc1cccc(C2N=C(c3ccccc3C)NO2)c1OC (stereo not given) | -33% | i | 10% | 5% | 2%
COc1ccc(CCNC2CC(=O)N(CCc3ccc(OC)c(OC)c3)C2=O)cc1OC (stereo not given) | -7% | i | x | x | x
COc1ccc(N2C(=O)CC(Sc3nc(C)c4c(n3)CCCC4)C2=O)cc1 (stereo not given) | 9% | 4.1% | -10% | -2% | -11%
CCOC(=O)C1(Cc2cccc(Cl)c2)CCCN(C(=O)c2ccco2)C1 (stereo not given) | 2% | i | 5% | 22% | 2%
O=c1c(NCCc2ccc(Cl)cc2)c(-c2ccccc2)c1=O | 4% | 1.1% | 8% | 5% | 0%
O=C(O)c1cccc(N2C(=O)c3cccnc3C2=O)c1 | -5% | 0.4% | -6% | 1% | -7%
O=c1ccc(Cc2ccccn2)n[nH]1 | 2% | 2.3% | -2% | -8% | 3%
O=C(NCCCn1ccnc1)c1cc2cc([N+](=O)[O-])ccc2oc1=O | 4% | 0.7% | -11% | x | -5%
CCC(C)(C)n1nnnc1CN1CCC(NC(=O)c2ccccc2C)CC1 | -2% | 0.6% | -6% | 7% | -6%
CC(=O)Nc1ccc(C(=O)CN2C(=O)NC3(CCCc4ccccc43)C2=O)c(F)c1 (stereo not given) | -27% | 9.0% | x | 2% | -3%
Nc1ccc(-c2c3ccccc3nc3ccccc23)cc1 | -10% | 1.6% | 3% | 0% | 4%
Cc1cc(C)c(N=C2SCC(=O)N2Cc2ccco2)c(C)c1 | -16% | 1.0% | -4% | 2% | 6%
CCOC(=O)CCCSc1nc(-c2ccc3c(c2)OCO3)cc(C(F)(F)F)c1C#N | 0% | 0.4% | -6% | -6% | -1%
Cn1c(N)c(C(=O)COC(=O)c2cc(C(F)(F)F)nc3ccccc23)c(=O)n(C)c1=O | x | x | -4% | 12% | 6%
COc1ccc(-n2cc(-c3ccccc3)c3c(=O)[nH]cnc32)cc1 | 8% | 7.4% | -3% | 69% | u
CCOC(=O)CCCNC(=O)CCNC(=O)c1ccc(OCC)cc1 | -5% | 1.5% | 1% | 0% | -7%
O=C(Nc1cccc(-n2cccn2)c1)C1CCCN(Cc2ccc(C#CCCO)cc2)C1 (stereo not given) | -11% | 8.2% | -10% | 41% | 11%
COc1ccccc1CNC(=O)C1CCCN(S(=O)(=O)c2ccc3c(c2)CC(C)N3C(C)=O)C1 (stereo not given) | -4% | i | 12% | -3% | -1%
CCOc1ccc(Br)cc1C(=S)N1CCCC1 | -1% | 1.2% | 6% | -9% | 2%

Overlap with the part before: six compounds, then new ones.
SMILES | influenza NS1A | inhibitors of VEEV | PhoP GFP inhibition | tuberculosis growth | M. tuberculosis HTS | others
Cn1c(N)c(C(=O)COC(=O)c2cc(C(F)(F)F)nc3ccccc23)c(=O)n(C)c1=O | x | x | -4% | 12% | 6%
COc1ccc(-n2cc(-c3ccccc3)c3c(=O)[nH]cnc32)cc1 | 8% | 7.4% | -3% | 69% | u
CCOC(=O)CCCNC(=O)CCNC(=O)c1ccc(OCC)cc1 | -5% | 1.5% | 1% | 0% | -7%
O=C(Nc1cccc(-n2cccn2)c1)C1CCCN(Cc2ccc(C#CCCO)cc2)C1 (stereo not given) | -11% | 8.2% | -10% | 41% | 11%
COc1ccccc1CNC(=O)C1CCCN(S(=O)(=O)c2ccc3c(c2)CC(C)N3C(C)=O)C1 (stereo not given) | -4% | i | 12% | -3% | -1%
CCOc1ccc(Br)cc1C(=S)N1CCCC1 | -1% | 1.2% | 6% | -9% | 2%
CC(NC(=O)c1ccccc1Cl)C(=O)NCc1cccs1 (stereo not given) | -12% | 2.6% | x | x | x
CC1(C)CC(=O)C/C(=N\NC(=S)NCc2ccccc2)C1 | -9% | 0.5% | 7% | -11% | 2%
COc1ccc(OCC(=O)NCC(c2ccc(OC)cc2)N2CCCCC2)cc1 (stereo not given) | 2% | i | -2% | 4% | 6%
CCC(=O)OCC(=O)Nc1cc([N+](=O)[O-])ccc1Cl | 0% | 2.1% | 5% | 6% | 1%
COc1ccc2nc(NC(=O)C3CCCN3S(=O)(=O)c3ccc(C)cc3)sc2c1 (stereo not given) | 4% | 8.4% | 9% | 26% | 9%
CCCCNC(=O)c1ccc(CS(=O)(=O)c2ccccc2OC)o1 | -13% | i | -15% | 0% | -1%
O=C(O)C1CC(=O)N(c2ccc(F)cc2)C1 (stereo not given) | -10% | 0.5% | 6% | 2% | -4%
O=C(C1COc2ccccc2O1)N1CCN(Cc2ccc3c(c2)OCO3)CC1 (stereo not given) | -13% | 1.8% | -18% | 2% | 2%
O=C(Nc1ccccc1F)N1CCCC1c1cccnc1 (stereo not given) | -15% | i | -7% | 1% | -5%
CSc1ccccc1NC(=O)CN(C)C(=O)c1ccc(-n2cccn2)cc1 | 7% | 6.3% | x | -7% | -8%
C[C@@H]1C(=O)N(c2ccccc2)[C@@H]1c1ccncc1 | 17% | 1.0% | x | x | x
N#Cc1c(N)nc2c(c1-c1cccnc1)CCCCC2 | -4% | 1.7% | 8% | 7% | u
CCCCn1c(=O)c(C(=O)NCCc2ccccc2)c(O)c2ccccc21 | -7% | 1.1% | -1% | 22% | 15%
O=C1CN(C(=O)COC(=O)[C@@H]2CCCN2S(=O)(=O)c2ccc(Cl)cc2)c2ccccc2N1 | -1% | 0.6% | x | 7% | 10%
CC(=O)N1CCN(S(=O)(=O)c2cccc(C(=O)NC3CCCc4ccccc43)c2)CC1 (stereo not given) | -14% | 0.9% | 9% | 4% | -4%
O=C(CC1COc2ccccc2O1)Nc1ccccn1 (stereo not given) | -9% | 5.2% | 6% | 65% | 3%
Nc1nc(NCCCN2CCOCC2)nc(Nc2cccc(F)c2)c1[N+](=O)[O-] | 1% | 8.0% | -1% | 10% | -2%
CCCNC1CCS(=O)(=O)C1 (stereo not given) | 5% | 0.2% | 5% | -5% | 1%
O=c1c2cnn(-c3ccc(F)cc3)c2ncn1Cc1ccccc1 | 11% | i | -7% | 66% | 0%
O=C(N/N=C/c1ccccc1)c1sccc1OCc1ccc(F)cc1 | -24% | 8.3% | 8% | 10% | 2%
CSc1ccccc1NC(=O)Nc1cccc2ccccc12 | -9% | 2.0% | -3% | 12% | -1%
NC(=O)c1ccccc1OCC(=O)Nc1ccc(Cl)c(Cl)c1 | -1% | 5.1% | -1% | 6% | 7%
